# D3 ag: qHTS of D3 Dopamine Receptor Agonist: qHTS. D(3) dopamine receptor (Homo sapiens), P35462. D3R DiscoveRx beta-arrestin cells, luminescence, 90 min. max activation, %. 0.58% of 410,000 active. AID 652048, 2013; in the data active = max activation above about 30%; also: 0% is about no effect; mostly tested at two doses, the higher about 12 µM
# Target sequence (P35462 whole entry, looked up): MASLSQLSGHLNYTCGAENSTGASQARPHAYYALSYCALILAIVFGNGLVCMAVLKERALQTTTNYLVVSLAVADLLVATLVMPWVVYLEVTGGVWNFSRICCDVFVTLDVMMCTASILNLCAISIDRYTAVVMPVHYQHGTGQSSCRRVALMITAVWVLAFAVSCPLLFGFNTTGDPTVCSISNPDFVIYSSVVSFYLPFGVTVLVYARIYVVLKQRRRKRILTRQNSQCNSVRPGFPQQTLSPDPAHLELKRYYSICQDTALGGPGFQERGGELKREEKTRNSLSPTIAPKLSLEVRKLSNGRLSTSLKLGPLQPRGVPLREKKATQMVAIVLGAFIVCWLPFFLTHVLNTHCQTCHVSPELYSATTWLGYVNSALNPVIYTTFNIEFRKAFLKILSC
#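 Cells at 1500/well, incubated overnight, then treated with pinned compounds (dopamine as control) for 90 min at 37 degrees C. DiscoveRx reagent added for 30 - 60 minutes at room temperature; luminescence read.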
# PTHR1 ag: qHTS for PTHR1 Agonists: Primary Screen | Parathyroid hormone/parathyroid hormone-related peptide receptor (Homo sapiens), Q03431 | HEK293 GP2 PTHR1 cells, GloSensor cAMP luminescence, 1 h | Potency, µM (titrated, usually from 115 µM), inactives show at the top dose activation, actives largely listed as activators | 0.075% of 410,000 active | AID 743266, 2014; also: potency is read from the fitted curve at half-maximal effect; nearly all actives have a fitted effect of over 55% in size; some results filed as inactive show a strong effect at the top dose; inactives centre near -15; many of its hits are not listed in these tables
#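 HEK-293-derived GP2 cells expressing PTHR1 and a GloSensor cAMP reporter, 3,000/well, plated overnight, given luciferin plus IBMX (each 0.5 mM as added) for 1 h at 37 °C, then compound for 1 h at 37 °C. Luminescence was read after 15 min at room temperature.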
# aSyn rescue: qHTS of alpha-syn Inhibitors; Yeast expressing alpha-synuclein, growth rescue, BacTiter-Glo, 24 h; Potency, µM (series often up to 46.1 µM), for the others: top-dose growth rescue (activation), hits mostly activators; 0.14% of 370,000 active; also: potency is read from the fitted curve at half-maximal effect; % of control where 0% means no effect; nearly all actives have a fitted effect of over 65% in size
#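 Rescue of yeast growth: cells expressing toxic alpha-synuclein, induced in galactose at OD600 0.02, incubated with compound 24 h at 30 C. ATP luminescence quantified growth; inhibitors of toxicity appear as activators.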
# GLP-1R inv ag: qHTS of GLP-1 Receptor Inverse Agonists (Inhibition Mode); 1.6% of 410,000 active; Glucagon-like peptide 1 receptor (Homo sapiens), P43220; HEK293 GLP-1R CRE-luciferase, luminescence, 24 h; GLP-1R form is constitutively active; Potency, µM (highest dose often 38.3 µM), for the others: at the highest dose activity change, negative = inhibition, most hits filed as inhibitors; also: potency is read from the fitted curve at half-maximal effect; % is scaled to controls: 0 for no effect and ±100 for the full control effect; nearly all actives have a fitted effect of over 55% in size
# Target sequence (P43220 whole entry, looked up): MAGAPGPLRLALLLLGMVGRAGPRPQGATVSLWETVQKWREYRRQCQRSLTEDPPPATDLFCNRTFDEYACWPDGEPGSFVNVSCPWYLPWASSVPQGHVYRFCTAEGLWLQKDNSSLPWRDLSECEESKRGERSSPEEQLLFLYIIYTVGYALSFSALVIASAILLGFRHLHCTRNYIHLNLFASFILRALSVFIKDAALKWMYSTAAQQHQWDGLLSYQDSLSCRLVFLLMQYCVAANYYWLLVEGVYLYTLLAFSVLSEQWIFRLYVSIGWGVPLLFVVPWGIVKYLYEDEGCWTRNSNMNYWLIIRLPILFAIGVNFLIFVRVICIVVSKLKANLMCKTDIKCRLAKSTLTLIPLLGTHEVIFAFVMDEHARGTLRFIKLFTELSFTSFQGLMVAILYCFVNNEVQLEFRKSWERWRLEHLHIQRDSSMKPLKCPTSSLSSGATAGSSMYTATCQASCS
#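 Stable HEK293 clone (constitutively active GLP-1R + cAMP-response luciferase); 200 cells/uL plated, 12 h pre-culture, compound 24 hr, 37 deg C/5% CO2; detection reagent 12 min RT; luminescence.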
# D3 antag: qHTS of D3 Dopamine Receptor Antagonist: qHTS; D3R cells, DiscoveRx beta-arrestin luminescence, antagonist mode; hits give low values; max response, negative = inhibition, %; 2.5% of 360,000 active; AID 652054, 2013; in the data active = max response below about -50%; inconclusive = no clear call, values can overlap the other calls; also: % is scaled to controls: 0 for no effect and ±100 for the full control effect; mostly tested at two doses, the higher about 12 µM
#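 Cells plated overnight at 1500 cells/well, then exposed to library compounds with dopamine controls for 90 minutes at 37 degrees C. DiscoveRx reagent added for 30–60 minutes at room temperature; luminescence read, quantitative HTS format.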
# KB-V1 MDR tox: qHTS assay for MDR1-selective chemotherapeutics: Primary screen using the drug-selected MDR subline cells KB-V1. KB-V1 MDR cells viability, CellTiter-Glo, 72 h. Potency, µM (highest dose often 46.1 µM), for the others: top-dose activity change, negative = cytotoxicity, usual class: cytotoxic. 3.4% of 400,000 active. AID 1347076, 2019; also: potency is read from the fitted curve at half-maximal effect; % is scaled to controls: 0 for no effect and ±100 for the full control effect; nearly all actives have a fitted effect of over 60% in size
#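 Cytotoxicity toward P-gp-expressing KB-V1 cells was determined as loss of CellTiter-Glo luminescence after 72 h at 37 degrees C. Compounds were tested in quantitative HTS format across a concentration range, with curves fitted to normalized data.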
# GLP1R cytotox: qHTS of GLP-1 Receptor Inverse Agonists: Cytotox Screen; HEK293 cAMP-luciferase reporter cells, luminescence, 24 h; Potency, µM (titrated, usually from 38.3 µM), inactives show at the top dose activity change, negative = inhibition, hits mostly inhibitors; 0.13% of 410,000 active;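 also: loss of luciferase light is scored as toxicity; potency is read from the fitted curve at half-maximal effect; % is scaled to controls: 0 for no effect and ±100 for the full control effect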
#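 Cells in DMEM/10% Nu serum/1% pen-strep, 1536-well format. Pre-incubated 12 h, dosed with 23 nL compound, incubated a further 24 h. Luciferase detection, 12 min at room temp, luminescence.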
# TDP-43 yeast inh: qHTS of TDP-43 Inhibitors | TDP-43 expressing yeast growth rescue, BacTiter-Glo, 24 h | Potency, µM (top dose mostly 46.1 µM), for inactives: at the highest dose growth rescue (activation), most hits filed as activators | 1.8% of 410,000 active; also: potency is read from the fitted curve at half-maximal effect; % of control where 0% means no effect; nearly all actives have a fitted effect of over 50% in size
#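 Yeast expressing TDP-43 (pregrown in raffinose, seeded at OD600=0.02 in galactose medium) exposed to compounds 24 hr at 30 deg C. Growth read by BacTiter-Glo luminescence; rescue of toxicity appears as increased signal.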
# GLP1R ag: qHTS of GLP-1 Receptor Agonists; Glucagon-like peptide 1 receptor (Homo sapiens), P43220; HEK293 GLP-1R CRE-luciferase, luminescence, 4-6 h; cells express a hypersensitive GLP-1R form; Potency, µM (doses to about 45.6 µM), for the others: at the top dose activation, most hits filed as activators; 0.007% of 380,000 active; also: potency is read from the fitted curve at half-maximal effect; % of control where 0% means no effect
# Numbers without * were called inactive; i = inactive; ? = inconclusive; . = no result given; [ ] = another dose, or the depositor's remark. Unless noted, calls follow the shape of the dose curve; as a rule, active = well fitted curve in the direction sought with a large enough effect; inconclusive = small, poorly fitted or top-dose-only effect, or another doubt; inactive = no such curve, though single readings can be large; an effect the other way counts as inactive or inconclusive.
SMILES,D3 ag,PTHR1 ag,aSyn rescue,GLP-1R inv ag,D3 antag,KB-V1 MDR tox,GLP1R cytotox,TDP-43 yeast inh,GLP1R ag
CCOc1ccccc1CN1CCNC(=O)C1CC(=O)NCc1ccccn1 (stereo unspecified),0,i,-3%,0%,-13,-15%,2%,-25%,-2%
CC(C)(C)OC(=O)N[C@@H](Cc1ccccc1)c1nnc(SCC(=O)c2ccc(Cl)cc2)o1,11,-30%[inhibitor],-2%,?,-26,16µM*,-11%,-5%,6%
COc1ccc(-c2cc(C(=O)O)c3sc(N4CCCCC4)nc3n2)cc1OC,-15,-7%,5%,7%,-12,5%,0%,-12%,22%
Cc1ccc(Cc2c(-c3cccc(Cl)c3)nc3ccc(C)cn23)cc1,3,i,6%,?,5,0%,-1%,28µM*,36%
COc1ccc(CNC(=O)C2CCCN(Cc3nc(-c4cccc(C)c4)oc3C)C2)cc1 (stereo unspecified),1,-14%,0%,?,9,0%,-17%,20%,12%
Cc1cccc(NC(=O)CCc2nc3sc4c(c3c(=O)[nH]2)CCCC4)n1,-24,23%,-5%,-25%,-1,-16%,-8%,0%,6%
COc1ccccc1C(=O)Nc1cc(Cl)ccc1O,-5,-12%[57.5 µM],-5%,1%,0,5%,5%,5%,-16%
CCOC(=O)c1c(C)[nH]c(C(=O)OCc2ccc(C)cc2)c1C,1,i,0%,-8%,19,-1%,2%,23%,29%
Cc1ccc(NC2(c3nnnn3-c3c(C)cccc3C)CCCCC2)cc1,1,-73%[inhibitor],-29%,?,?,-2%,25%,-27%,-8%
CC(C)(C)c1ccc(-n2ncc3c2CCCC3NC(=O)c2csnn2)cc1 (stereo unspecified),9,i,2%,-22%,-27,.,-1%,-4%,-23%
CCCCn1c(N)c(N(Cc2ccccc2OC)C(=O)c2ccc(N3CCCC3=O)cc2)c(=O)[nH]c1=O,1,i,5%,7%,3,6%,7%,4%,-2%
O=C(Nc1ccccc1)Nc1cccc(-c2cn3cccnc3n2)c1,-2,-18%,-3%,?,-4,-9%,0%,6%,0%
CSc1ccccc1NC(=O)c1cc(-c2ccc3c(c2)OCO3)on1,-23,i,3%,4%,9,7%,11%,-2%,5%
COc1ccc(-c2c3c(nc4sc(C(=O)Nc5ccccc5F)c(N)c24)CC(C)(C)CC3=O)cc1,1,-25%,.,-8%,.,-6%,0%,7%,.
CC(C)(C)c1ccc(S(=O)(=O)NNC(=O)c2cc3ccccc3[nH]2)cc1,15,-36%[inhibitor],7%,?,16,-21%,-29%,-3%,1%
COc1cc(/C=N/NC(=O)c2c(-c3c(Cl)cccc3Cl)noc2C)ccc1OCC(N)=O,7,i,2%,37%[activator],11,?,8%,-6%,1%
CCc1nc2c(OCc3ccc(C#N)cc3)cccn2c1N(C)C(=O)c1cccs1,-8,-23%,6%,-12%,-6,-14%,14%,-12%,6%
CC(C)CNC(=O)C1Nc2ccc(OC(F)(F)F)cc2C2C=CCC12 (stereo unspecified),0,i,0%,-3%,2,-9%,-38%,22%,-1%
Cc1ccccc1NC(=O)Cc1nnc(SCC(=O)NC2CCCCC2)n1C,-9,-8%,0%,-22%,9,15%,0%,-27%,13%
Cc1ccc(N2CC(NC(=O)c3ccc(S(=O)(=O)N4CCCC4)cc3)CC2=O)cc1 (stereo unspecified),8,-16%,.,7%,.,.,5%,0%,.

# The final 2 compounds of the part above open the next one.
SMILES,D3 ag,PTHR1 ag,aSyn rescue,GLP-1R inv ag,D3 antag,KB-V1 MDR tox,GLP1R cytotox,TDP-43 yeast inh,GLP1R ag
Cc1ccccc1NC(=O)Cc1nnc(SCC(=O)NC2CCCCC2)n1C,-9,-8%,0%,-22%,9,15%,0%,-27%,13%
Cc1ccc(N2CC(NC(=O)c3ccc(S(=O)(=O)N4CCCC4)cc3)CC2=O)cc1 (stereo unspecified),8,-16%,.,7%,.,.,5%,0%,.
COc1ccc(OC(=O)COc2ccc(C)cc2)cc1,3,i,-10%,2%,1,-14%,1%,-34%[inhibitor],-2%
CNS(=O)(=O)c1cccc(C(=O)OCC(=O)Nc2ccc3ccccc3c2)c1,-4,-13%,0%,3%,-21,0%,-13%,-21%,5%
COc1ccc(CCNC(=S)NC(=O)c2cc(OC)c(OC)c(OC)c2)cc1OC,7,i,-26%,18%,-3,-30%,4%,-34%,4%
COc1cc(OC)cc(C(=O)NCC(=O)N2CCC(C)CC2)c1,-9,i,5%,5%,-3,-20%,-5%,7%,13%
O=C(c1ccccc1)c1ccsc1C(=O)c1ccccc1,2,i,-5%,-26%,10,-28%,2%,5%,18%
COc1cc(CC(=O)Nc2cccc(SC)c2)cc(OC)c1OC,6,-35%,1%,1%,0,?,-7%,-1%,10%
Cc1cc(C)c(NC(=O)CCCn2c(C)c3cnn(-c4ccccc4)c(=O)c3c2C)c(C)c1,-4,-23%,.,?,.,-1%,25%,0%,.
O=c1c2c(nc3n1CCCCC3)-c1ccccc1CC21CCCC1,-6,-8%[57.5 µM],9%,-53%,-8,0%,-4%,?,14%
CCC(=O)Oc1c(Sc2ccc(Cl)cc2)c(C)nn1C(C)(C)C,-13,i,.,?,.,9%,-12%,?,.
CCc1[nH]nc(C(=O)N2CCCC(Nc3cccc(F)c3)C2)c1C (stereo unspecified),-4,-38%[inhibitor],-1%,-1%,-22,.,1%,-8%,-1%
COc1cccc(OC)c1OCCCCn1cnc2ccccc2c1=O,-2,i,11%,4%,-4,?,0%,8%,24%
CCc1cc(C(=O)N2CCN(S(=O)(=O)c3ccc(Cl)cc3)CC2)sc1C,5,-22%,-1%,10%,-14,-4%,-6%,0%,0%
CCOc1cc(/C=N/NC(=O)CSc2nncn2C)ccc1OCc1ccccc1,-5,i,-4%,-3%,9,20%,2%,?,12%
N#Cc1nc(Cc2ccccc2)oc1N1CCC(Cc2ccccc2)CC1,-6,-19%[57.5 µM],3%,?,-12,-24%,16%,2%,9%
CSc1nnc(CSc2cc(C)nc(N(C)C)n2)o1,-9,i,0%,-4%,0,-30%,9%,3%,20%
CCN(CC)S(=O)(=O)c1cc(NC(=O)c2cc([N+](=O)[O-])ccc2N2CCOCC2)ccc1C,6,-65%[inhibitor],2%,4%,7,?,-3%,0%,-4%
COc1ccc(NC(=O)CCNC(=O)N2CC(=O)Nc3ccccc32)cc1OC,1,-1%,-2%,7%,12,20%,-21%,6%,9%
CCOC(=O)N(C)c1c(CC)nc2c(OCc3ccc(OC(F)F)cc3)cccn12,2,i,-11%,?,-18,-1%,-14%,19%,-1%
CC(C)[C@H](NC(=O)c1ccc(F)cc1)C(=O)NC1=NCCS1,-6,i,2%,-2%[0.307 µM],1,-22%,-4%[0.307 µM],10%,4%
Cc1ccc(CNC(=O)c2cc3c(=O)n4cccc(C)c4nc3s2)cc1,-8,i,.,11%,.,4%,13%,8%,.
CCOC(=O)C1=CN(Cc2ccccc2)CCC1=O,3,-19%,-1%,12%,18,-9%,3%,0%,0%
CN(Cc1ccccc1)c1ncnc2sccc12,8,i,2%,-20%,-14,?,-15%,?,22%
Cc1cc(NC(=O)CSCC(=O)N(C)Cc2ccc(F)cc2)no1,6,i,7%,10%,10,-1%,-11%,9%,1%
Cn1cc(S(=O)(=O)N2CCCCC2)cc1C(=O)N1CCN(c2ccccc2F)CC1,-1,-12%,.,-8%,.,-7%,5%,-1%,1%
CCOc1ccc(C(=O)Nc2cc(NC(=O)c3ccc(OCC)c(Cl)c3)cc(C(=O)O)c2)cc1Cl,8,i,0%,6%,22,13%,-9%,8%,-4%
CN(C)C(=O)c1ccc(Nc2ncnc3sc4c(c23)CCCCC4)cc1,5,i,10%,?,1,?,-7%,?,29%
COc1ccc(C(=O)Nc2ccccc2C(=O)Nc2ccccc2)cc1,-2,-9%,-7%,13%,0,-21%,2%,4%,-3%
COc1ccc(C(=O)SC2=NCCS2)cc1OC,2,0%,.,22%,-2,5%,5%,15%,-7%
CCSc1nsc(NC(=O)Nc2cccc(OC)c2)n1,3,-20%,2%,?,10,?,-17%,13%,-2%
CC(C)(C)CC(=O)NCCc1csc(-c2ccccc2)n1,3,-78%[inhibitor],12%,?,17,-20%,-5%,17%,1%
COc1ccc(NC(=O)CC2C(=O)N(c3ccc(C)cc3)C(=O)N2C2CCCCC2)cc1 (stereo unspecified),7,-35%[inhibitor],.,-5%,.,3%,-1%,23%,-1%
c1coc(-c2nc(N=C3N=c4ccccc4=N3)[nH]c2-c2ccco2)c1,2,i,4%,-6%,21,4%,-4%,?,-2%
COc1cccc(NC(=O)CN2CCCN(S(=O)(=O)c3ccc(Br)cc3)CC2)c1,-13,-28%,.,-19%,.,-25%,1%,13%,.
Cc1ccc(S(=O)(=O)N/N=C/c2ccc(OC3CSC3)cc2)cc1,-8,-9%[57.5 µM],10%,-5%,10,-21%,4%,5%,0%
COc1cccc2cc(-c3csc(CCn4nc(C)cc4C)n3)c(=O)oc12,11,-13%,29%,-29%,43,0%,-31%,?,18%
CCOc1ccc(C2C(=O)N(C3CCCCCC3)CC(=O)N2Cc2ccc(F)cc2)cc1OC (stereo unspecified),-15,5%,.,3%,.,.,5%,-11%,.
Cc1cccc(N2CCN(C(=O)c3ccncc3)CC2C)c1 (stereo unspecified),4,-9%,1%,0%,24,0%,-8%,13%,-4%
CC1CCN(C(=O)CSc2nc3c([nH]c4ccccc43)c(=O)n2-c2ccccc2)CC1,-16,7%,.,5%,.,.,-4%,-10%,.

# The list is partial, so the mix of outcomes need not match the whole.
